# Screening data from PubChem.
# hERG protect: compounds protecting human hERG from proarrhythmic drug block; CHO-hERG, FluxOR thallium flux, dofetilide IC70 present; actives 0.51% (n = 310,000); activation (rescue from dofetilide block), less the hit threshold, % at 10 µM;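 active means activation above the mean of controls blocked by dofetilide plus 5 SD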;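 further: thallium influx through hERG after potassium depolarization seen as dye fluorescence rise; in these data hits start at about 4.7%; inactives centre near -7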
# KCNK9 inh: human KCNK9 channel inhibition; actives 1.2% (n = 310,000); HEK293 KCNK9, FluxOR thallium flux fluorescence; hits give low values; Q9NPC2; B-score at 10 µM;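 active means ratio B-score over 3 SD below the library mean, with starting fluorescence within 5 SD of its mean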;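 further: negative B-score means less thallium flux so channel inhibition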
# KCNK3 inh: human KCNK3 channel inhibition, primary screen; actives 0.84% (n = 340,000); AID 602410; B-score at 10 µM; CHO-KCNK3 thallium flux, FluxOR fluorescence; hits give low values;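 active means B-score under library mean minus 4 SD, starting fluorescence ratio at most library mean plus 5 SD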;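 further: more negative B-score means stronger inhibition of thallium flux through KCNK3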
# TRPC4 inh: TRPC4 (mouse) channel inhibition; actives 0.39% (n = 300,000); AID 2247; HEK293 TRPC4beta/mu-opioid, DAMGO-evoked Fluo4 calcium flux; hits give low values; B-score at 10 µM; Q9QUQ5;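 active means B-score over 3 SD under the library average, no early fluorescence shift, positive overall ratio signal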
# Target sequence (Q9QUQ5 whole entry, looked up): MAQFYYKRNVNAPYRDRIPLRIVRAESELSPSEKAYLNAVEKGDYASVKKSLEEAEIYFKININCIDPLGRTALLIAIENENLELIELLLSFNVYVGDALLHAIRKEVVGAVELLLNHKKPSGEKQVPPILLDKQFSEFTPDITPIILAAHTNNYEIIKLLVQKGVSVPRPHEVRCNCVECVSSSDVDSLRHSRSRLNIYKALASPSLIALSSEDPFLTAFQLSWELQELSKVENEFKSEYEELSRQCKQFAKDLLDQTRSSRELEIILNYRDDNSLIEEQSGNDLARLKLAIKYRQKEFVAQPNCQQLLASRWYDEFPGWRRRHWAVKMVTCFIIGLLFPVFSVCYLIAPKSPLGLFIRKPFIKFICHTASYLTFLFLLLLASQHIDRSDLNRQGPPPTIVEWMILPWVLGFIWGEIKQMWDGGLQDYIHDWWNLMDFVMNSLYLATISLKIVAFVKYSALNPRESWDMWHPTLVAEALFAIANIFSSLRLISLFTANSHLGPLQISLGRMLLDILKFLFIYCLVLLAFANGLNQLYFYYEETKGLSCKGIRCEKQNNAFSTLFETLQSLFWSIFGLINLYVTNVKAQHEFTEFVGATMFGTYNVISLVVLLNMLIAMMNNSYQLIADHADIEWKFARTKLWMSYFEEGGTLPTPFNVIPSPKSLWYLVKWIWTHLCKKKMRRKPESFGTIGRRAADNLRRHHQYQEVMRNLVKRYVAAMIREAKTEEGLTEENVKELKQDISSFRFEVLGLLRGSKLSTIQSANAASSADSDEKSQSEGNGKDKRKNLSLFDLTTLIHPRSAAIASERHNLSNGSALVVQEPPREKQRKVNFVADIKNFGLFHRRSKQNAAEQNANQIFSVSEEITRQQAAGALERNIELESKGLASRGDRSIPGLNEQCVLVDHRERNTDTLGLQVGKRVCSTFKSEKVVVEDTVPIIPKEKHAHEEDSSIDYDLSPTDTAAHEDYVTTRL
#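 Assay system: Stable TRPC4beta/mu-opioid receptor HEK293 cells | Reagent: DAMGO in two steps, submaximal then maximal | Compound dosing: Single concentration per test compound | Signal: Fluo4 Ca2+ flux fluorescence | Evaluation: Per-well B score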
# Platelet DG rel: modulates dense granule release in human platelets; human platelet-rich plasma, SFLLRN dense granule ATP release, luminescence; inhibition, %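 (compounds screened at 7.5 µM in platelet-rich plasma)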; actives 0.22% (n = 300,000); AID 1663;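 active means mean replicate score, as percent of positive control, at or above 50; inconclusive means mean below 50 but at least one replicate at or above 50; inactive means mean and every replicate below 50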
# DYRK1A inh: inhibitors of rat Dyrk1A kinase | ADP-Glo luminescence, NFATc1 peptide | actives 0.43% (n = 310,000) | Q63470 | AID 504441 | inhibition, % at 12.5 µM; in the data active means inhibition above about 50%;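 further: plate controls were vehicle with enzyme for no effect and no enzyme for full effect; many of its hits are not listed in these tables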
# TRPC4 agonist: TRPC4 (mouse) channel activation; actives 0.49% (n = 310,000); HEK293 TRPC4beta/mu-opioid, Fluo4 calcium fluorescence; hits give high values; Q9QUQ5; AID 2237; B-score at 10 µM;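 active means B-score above 5 SD of library B-scores, and initial fluorescence ratio not above library mean plus 5 SD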;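 further: positive B-score marks a calcium rise read as TRPC4 activation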
#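 System – HEK293 cells stably co-expressing mouse TRPC4beta and mu-opioid receptor · Signal – Fluo4 calcium-sensitive dye fluorescence, kinetic, 1 Hz baseline · Benchmarks – buffer (low) and maximal DAMGO (high) · Read-out – B score of integrated fluorescence ratio per well · Incubation – dye loading 45 min room temperature, 110 s kinetic read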
# PolyA inhibitor: yeast polyadenylation inhibition. calls only at 12 µM. actives 0.02% (n = 300,000). S. cerevisiae SKY197-pL101 polyadenylation reporter, beta-gal luminescence; efflux-impaired pdr1/pdr3 knockout yeast; score 100 = 6 SD above DMSO;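 active means lowest replicate activity score at least 50, where 100 means six control SD above control mean; inconclusive means lowest score under 50 but half or more replicates reach 50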;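 further: yeast exposed to compound for 9 h at 30 °C; higher score means more reporter readthrough which indicates perturbed polyadenylation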
# KCNQ1 inh: blocks the human KCNQ1 potassium channel. P51787. CHO-K1 KCNQ1, FluxOR thallium flux fluorescence; hits give high values. B-score at 10 µM. actives 1.3% (n = 310,000). AID 2642;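 active means compounds whose thallium flux B-score, printed positive for inhibition, exceeds three library SD while starting fluorescence stays within three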;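 further: channel opened by potassium depolarization with thallium stimulus after 20 min compound exposure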
# TRPC4 potent: allosteric potentiators of mouse TRPC4 channel. Q9QUQ5. HEK293 TRPC4beta/mu-opioid, DAMGO EC20, Fluo-4 Ca2+ flux; hits give high values. B-score at 10 µM. actives 0.42% (n = 310,000). AID 2227;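 active means B-score of calcium response area above 5 SD of library B-scores, with initial fluorescence ratio within 5 SD of library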;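 further: B-score of integrated fluorescence ratio over time as area under calcium response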
# KCNQ1 act: potentiators or activators of human KCNQ1 potassium channel; AID 2648; B-score at 10 µM; actives 0.35% (n = 310,000); CHO-K1 KCNQ1, thallium flux FluxOR fluorescence; hits give high values;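 active means fluorescence ratio B-score, a plate-corrected score, at least three library SD, with initial intensity B-score within 5 SD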
#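 Doses: Single concentration per compound, DMSO matched to controls | Test system: KCNQ1-transfected CHO-K1 cells | Timing: 90 min dye loading and 20 min compound exposure, both at room temperature | Measured by: Kinetic FluxOR thallium fluorescence, 10-s 1-Hz baseline, 110-s post-stimulus read | Medium: Assay buffer with matched DMSO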
# The depositor's hits bear a star; i = inactive; ? = inconclusive; · = not tested or not shown. Some of the compounds tested. The share of hits here may be higher or lower than overall.
SMILES,hERG protect,KCNK9 inh,KCNK3 inh,TRPC4 inh,Platelet DG rel,DYRK1A inh,TRPC4 agonist,PolyA inhibitor,KCNQ1 inh,TRPC4 potent,KCNQ1 act
O=C(Nc1cc(Cl)ccc1N1CCOCC1)c1ccc2c(c1)OCCO2,-6.1,i,i,i,-11.2,12.9,i,i,12*,i,i
COc1cccc2sc(=NC(=O)CCS(=O)(=O)c3ccc(C)cc3)n(C)c12,-6.4,i,i,i,5.8,0.1,i,i,i,i,i
Cc1nn(C)cc1S(=O)(=O)Nc1ncccn1,-1.5,i,i,i,-6.4,-4.0,i,i,i,i,i
CN(C)CCn1c(=N)n(CC(O)c2ccc(Cl)c(Cl)c2)c2ccccc21 (stereo unspecified),-16.9,i,i,i,0.9,1.9,i,i,i,i,i
C/C(=N/Nc1nc(-c2ccccc2)c(CC(=O)O)s1)c1ccccc1,-9.8,i,i,i,9.0,-0.2,i,i,i,i,i
Cc1cccc2cc(CN(Cc3cccnc3)C(=O)c3ccncc3)c(=O)[nH]c12,-13.6,i,i,i,-3.5,-2.2,i,i,i,i,i
N#CCSc1nc2ccccc2c(=O)n1C1CCCCC1,-5.8,i,i,i,0.5,6.2,i,i,i,i,i
NC(=O)C1=C[C@@H](c2csc3ccccc23)C[C@@H](OCCCCO)O1,-15.5,i,i,i,-1.0,-2.8,i,i,i,i,i
CCOc1ccccc1C1C(C#N)=C(N)Oc2cc(N)ccc21 (stereo unspecified),-2.6,i,i,i,-4.4,-1.1,i,i,i,i,i
CCOC(=O)C1=C(COC(=O)c2ccc(Cl)cc2[N+](=O)[O-])NC(=O)NC1C (stereo unspecified),-12.5,i,i,i,1.2,1.6,i,i,i,i,i
CC1CCN(CCc2nc3cc(NC(=O)Nc4ccccc4)ccc3n2C)CC1,-16.2,i,i,i,0.2,-5.3,i,i,i,i,i
O=C(O)CSc1nnc(CSc2nc3ccccc3s2)n1-c1ccccc1,-9.8,i,i,i,1.6,4.3,i,i,i,i,i
COc1ccc2nc(SCC(=O)N(C)CC(=O)Nc3ccc(F)cc3)[nH]c2c1,-4.8,i,i,i,-9.0,12.3,i,i,i,i,i
O=c1[nH]nc(Cc2ccc(-c3cccc(Cl)c3)o2)c2ccccc12,-10.8,i,i,i,-1.1,-4.0,i,i,i,i,i
COCCNC(=O)CN(C(=O)CCC(=O)Nc1ccccn1)c1cc(C)ccc1C,-9.5,i,i,i,1.5,7.8,i,i,i,i,i
Cc1ccc(C(=O)Nc2ccccn2)cc1S(=O)(=O)N1CCOCC1,-7.3,i,i,i,-2.2,2.4,i,i,i,i,i
COc1ccc(-c2c(-c3ccccc3OC)sc3ccccc23)cc1OC,-6.1,i,i,i,7.7,-1.2,i,i,i,i,i
Cc1cnc(NC(=O)CSc2nnc(N)s2)s1,-1.3,i,i,i,5.4,-1.5,i,i,i,i,i
Cc1ccc(-c2nn(-c3ccccc3)cc2CN(C)C(=O)CCC(=O)O)cc1C,-5.9,i,i,i,-0.9,-8.2,i,i,i,i,i
O=C(NCCCn1ccnc1)C1CC2CCC1C2 (stereo unspecified),-2.2,i,i,i,3.4,14.4,i,i,i,i,i
Cc1cc(C)c(-c2cc(C)nc3ncnn23)c(C)c1,-3.5,i,i,i,0.3,-0.6,i,i,i,i,i
O=C1c2cccc3cccc(c23)C(=O)N1c1ccccn1,-13.2,i,i,i,-0.9,5.3,i,·,i,i,i
CCOC(=O)C1=C(C)N=c2s/c(=C/c3ccc(OCC(=O)O)cc3)c(=O)n2C1c1ccc(OC)cc1OC (stereo unspecified),-6.8,i,i,i,5.8,·,i,i,6*,i,i
CCOC(=O)N/N=C\c1ccc(OC/C=C/c2ccccc2)c(OC)c1,-10.6,i,i,i,2.3,-2.4,i,i,i,i,i
CC(=O)OCC1OC(OCc2cn(C[C@H]3CC[C@H](Cn4cc(COC5OC(COC(C)=O)C(OC(C)=O)C(OC(C)=O)C5OC(C)=O)nn4)O3)nn2)C(OC(C)=O)C(OC(C)=O)C1OC(C)=O (stereo partly specified),-0.1,i,i,i,5.5,-0.3,i,i,i,i,i
COCCn1c(-c2ccccc2)cnc1N,-13.0,i,i,i,-1.3,-2.0,i,i,i,i,i
CC(=O)c1cccc(NC(=O)NC2CCCc3ccccc32)c1 (stereo unspecified),1.3,i,i,i,1.9,2.5,i,i,i,i,i
O=C1COc2ccc(C(=O)COC(=O)CCc3ccc(S(=O)(=O)N4CCOCC4)cc3)cc2N1,-7.4,i,i,i,-3.1,8.9,i,i,i,i,i
CCCOc1ccc(-c2nc(OCC)c3ccccc3n2)cc1,2.6,i,i,i,-0.3,-0.9,i,i,i,i,i
CC(=O)Nc1ccccc1NC(=O)C/C(C)=N/NC(=O)Cc1cccc2ccccc12,-3.6,i,i,i,26.7,2.3,i,i,i,i,i
N#Cc1c(Nc2ccc(Cl)cc2)s[nH]c1=O,-8.4,i,i,i,16.7,4.7,i,i,i,i,i
CCOn1c(=O)c(=O)n(O)c2ccccc21,-6.9,i,i,i,-1.2,0.7,i,i,i,i,i
O=C(Nc1cccc(Cl)c1)C1C2CCC3C(CCC21)C3(Cl)Cl (stereo unspecified),-15.4,i,i,i,-3.4,-2.5,i,i,i,i,i
Cc1ncn(C23CC4CC(CC(C4)C2)C3)n1,-9.4,i,i,i,-2.7,1.4,i,i,i,i,i
CCOc1ccc(CNC(=O)c2ccc(Sc3ccc(C)cc3)c(NC(C)=O)c2)cc1,-12.4,i,i,i,15.9,-5.3,i,i,i,i,i
O=C(O)c1cc2nccc(-c3ccco3)n2n1,-7.0,i,i,i,1.2,11.9,i,i,i,i,i
Cc1cc(C)c(C(=O)N2CCC(N3CCC(C(=O)NC(C)C)CC3)CC2)o1,-4.6,i,i,i,7.9,-1.3,i,i,i,i,i
CC1=[N+]([O-])C(C)(C)N(O)C1(C)C,-5.9,i,i,i,?,7.3,i,i,i,i,i
O=C(CSc1nnnn1-c1ccccc1)Nc1ncc2c(n1)CC(c1ccco1)CC2=O (stereo unspecified),-1.7,i,i,i,3.5,2.4,i,i,i,i,i
Cc1nc(NCc2ccc3c(c2)OCO3)c2nnn(Cc3ccccc3)c2n1,-10.8,i,i,i,-45.2,-6.2,i,i,i,i,i
COc1ccc(-n2c(COc3cccc4ccccc34)nnc2SCC(=O)NCc2ccco2)cc1,-11.1,i,i,i,5.9,-2.3,i,i,i,i,i
O=C(N/N=C/c1ccccc1OCc1ccccc1)c1cccnc1,-11.3,i,i,i,5.1,-17.4,i,i,i,i,i
Cc1nn(-c2ccccc2)c(Cl)c1/C=C(\C#N)C(=O)NC(C)C,-16.8,i,i,i,5.4,-2.1,i,i,i,i,i
Cc1ccccc1S(=O)(=O)Cc1ccc(C(=O)O)o1,-4.0,i,i,i,-1.3,-1.2,i,i,i,i,i
CCOc1ccc2c(c1)C(N(CCN1CCOCC1)C(=O)Nc1ccccc1)CC(C)(C)O2 (stereo unspecified),-9.8,i,i,i,11.7,-4.7,i,i,i,i,i
C=CCN1C(=O)C(Cc2ccc(OC)cc2)S/C1=N\N=C\c1cccs1 (stereo unspecified),-6.1,i,i,i,1.3,-0.2,i,i,i,i,i
CN1C(=O)C(O)(CC(=O)/C=C/c2ccco2)c2ccccc21 (stereo unspecified),-8.9,i,i,i,-2.5,-2.1,i,i,i,i,i
O=C(c1cccc(Cl)c1)N1CCCc2ccccc21,-7.9,i,i,i,-9.2,-4.2,i,i,i,i,i
CCC(C)N(CC(=O)Nc1cccc(C)c1C)C(=O)CCl (stereo unspecified),0.0,i,i,i,3.2,·,i,i,i,i,i

# In the list so far, these contain an aryl methoxy group:
SMILES,hERG protect,KCNK9 inh,KCNK3 inh,TRPC4 inh,Platelet DG rel,DYRK1A inh,TRPC4 agonist,PolyA inhibitor,KCNQ1 inh,TRPC4 potent,KCNQ1 act
COc1cccc2sc(=NC(=O)CCS(=O)(=O)c3ccc(C)cc3)n(C)c12,-6.4,i,i,i,5.8,0.1,i,i,i,i,i
COc1ccc2nc(SCC(=O)N(C)CC(=O)Nc3ccc(F)cc3)[nH]c2c1,-4.8,i,i,i,-9.0,12.3,i,i,i,i,i
COc1ccc(-c2c(-c3ccccc3OC)sc3ccccc23)cc1OC,-6.1,i,i,i,7.7,-1.2,i,i,i,i,i
CCOC(=O)C1=C(C)N=c2s/c(=C/c3ccc(OCC(=O)O)cc3)c(=O)n2C1c1ccc(OC)cc1OC (stereo unspecified),-6.8,i,i,i,5.8,·,i,i,6*,i,i
CCOC(=O)N/N=C\c1ccc(OC/C=C/c2ccccc2)c(OC)c1,-10.6,i,i,i,2.3,-2.4,i,i,i,i,i
COc1ccc(-n2c(COc3cccc4ccccc34)nnc2SCC(=O)NCc2ccco2)cc1,-11.1,i,i,i,5.9,-2.3,i,i,i,i,i
C=CCN1C(=O)C(Cc2ccc(OC)cc2)S/C1=N\N=C\c1cccs1 (stereo unspecified),-6.1,i,i,i,1.3,-0.2,i,i,i,i,i
